14-3-3 Bad inh: inhibitors of 14-3-3 zeta/Bad binding, primary screen, biochemical, TR-FRET, bovine 14-3-3 zeta; 14-3-3 protein zeta/delta (Bos taurus), P63103; TR-FRET 14-3-3zeta/Dy647-pBad peptide displacement, 1 h; inhibition, % at 21.7 µM; hit rate 0.71% among 220,000;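 active = inhibition above about 70%, limit read from the data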;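 also: 0% = full 14-3-3 plus peptide FRET controls and 100% = background without 14-3-3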
p47phox inh: p47phox/p22phox peptide binding inhibitors, primary screen, biochemical, uHTS, NADPH oxidase regulatory subunit. Neutrophil cytosol factor 1 (Homo sapiens), P14598. fluorescence polarization, 2 h. inhibition, % at 24.7 µM. hit rate 0.53% among 220,000;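 also: 0% = p47phox with labelled peptide and 100% = labelled peptide alone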
KLK5 inh: human KLK5 protease inhibitors, primary screen, biochemical, 1536-well; Kallikrein-5 (Homo sapiens), Q9Y337; recombinant hK5, fluorogenic AMC substrate cleavage; inhibition, % at 5 µM; hit rate 0.59% among 210,000; AID 873, 2007;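 active = inhibition of 40% or more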;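 also: 0% = enzyme controls without compound and 100% = no-enzyme blanks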
Furin inh: human furin inhibitors, primary screen, biochemical, fluorescence intensity. inhibition, % at 30 µM. P09958. hit rate 0.061% among 220,000. purified furin, fluorogenic substrate cleavage; in the data active = inhibition above about 25%; also: inactives centre near -15
EBV gp42 block: Epstein-Barr virus gp42 inhibitors, primary screen, biochemical, uHTS, fluorescence polarization | AID 1085, 2008 | Fluorescence polarization binding assay, mP read-out | inhibition, % (tested at 21.74 µM) | hit rate 0.42% among 220,000 | Glycoprotein 42 (Epstein-Barr virus (strain AG876)), Q1HVG2; in the data active = inhibition above about 50%
eIF4E-4G inh: eIF4E–eIF4G protein interaction inhibitors, primary screen, biochemical, uHTS, TR-FRET, eIF4GI fragment; Eukaryotic translation initiation factor 4E (Mus musculus) + Eukaryotic translation …; TR-FRET eIF4E-eIF4GI(517-606) binding, 2 h; inhibition, % at 21.7 µM; hit rate 0.37% among 220,000;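 also: 0% = full FRET control wells and 100% = background wells lacking eIF4GI fragment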
thrombin 1536: human alpha-thrombin inhibitors, primary screen, counter-screen for coagulation protease inhibitor project, biochemical, 1536-well, fluorogenic AMC substrate. Prothrombin (Homo sapiens), P00734. Boc-VPR-AMC fluorogenic substrate cleavage. inhibition, % at 5 µM. hit rate 0.26% among 220,000. AID 1046, 2008;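 active = inhibition at or above 40%; inactive = inhibition below 40%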;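 also: 0% = enzyme with no compound and 100% = wells without enzyme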
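Assay system: human alpha-thrombin enzyme. Reagent: Boc-VPR-AMC substrate, 15 µM final. Compound dosing: one concentration per compound, 5 µM, with 0.2% DMSO. Incubation: room-temperature reaction. Technique: AMC fluorescence, 355/460 nm. Measure: % inhibition relative to enzyme controls and enzyme-free blanks.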
Rad51 HR inh: human RAD51 strand exchange inhibitors, primary screen, biochemical, fluorescence | hit rate 0.085% among 200,000 | DNA repair protein RAD51 homolog 1 (Homo sapiens), Q06609 | AID 1385, 2008 | inhibition, % at 10 µM | hRad51 DNA strand exchange, fluorescence dequenching;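 active = inhibition above 40% at the single screening dose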;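 also: 0% = DMSO control wells and 100% = blanks with heterologous ssDNA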
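material = hRad51 filaments on single-stranded DNA | reagent = Donor/quencher-labelled 47-bp dsDNA substrate | compound = 10 µM final, single point | schedule = strand-exchange reaction 15 min at room temperature | measured by = fluorescein emission 520 nm, excitation 485 nm | read-out basis = % inhibition versus plate control and blank means | benchmarks = plate controls and plate blanks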
Cl transport mod: KCC2 cotransporter modulators, thallium flux, primary screen, cell-based, HEK293 KCC2, FluoZin-2 fluorescence, MLSMR | Solute carrier family 12 member 5 (Homo sapiens), Q9H2X9 | KCC2 cells, thallium flux FluoZin-2 fluorescence | B-score of Tl+ flux slope (higher = more flux/activation; lower = inhibition) at 10 µM | hit rate 2.2% among 190,000 | AID 1456, 2008;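 active = thallium flux slope and its plate-corrected score both differing from the plate sample mean at a set confidence after two filtering rounds, in either direction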;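 also: slope of fluorescence scaled to starting intensity during 10 to 20 s after thallium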
Target sequence (Q9H2X9 whole entry, looked up): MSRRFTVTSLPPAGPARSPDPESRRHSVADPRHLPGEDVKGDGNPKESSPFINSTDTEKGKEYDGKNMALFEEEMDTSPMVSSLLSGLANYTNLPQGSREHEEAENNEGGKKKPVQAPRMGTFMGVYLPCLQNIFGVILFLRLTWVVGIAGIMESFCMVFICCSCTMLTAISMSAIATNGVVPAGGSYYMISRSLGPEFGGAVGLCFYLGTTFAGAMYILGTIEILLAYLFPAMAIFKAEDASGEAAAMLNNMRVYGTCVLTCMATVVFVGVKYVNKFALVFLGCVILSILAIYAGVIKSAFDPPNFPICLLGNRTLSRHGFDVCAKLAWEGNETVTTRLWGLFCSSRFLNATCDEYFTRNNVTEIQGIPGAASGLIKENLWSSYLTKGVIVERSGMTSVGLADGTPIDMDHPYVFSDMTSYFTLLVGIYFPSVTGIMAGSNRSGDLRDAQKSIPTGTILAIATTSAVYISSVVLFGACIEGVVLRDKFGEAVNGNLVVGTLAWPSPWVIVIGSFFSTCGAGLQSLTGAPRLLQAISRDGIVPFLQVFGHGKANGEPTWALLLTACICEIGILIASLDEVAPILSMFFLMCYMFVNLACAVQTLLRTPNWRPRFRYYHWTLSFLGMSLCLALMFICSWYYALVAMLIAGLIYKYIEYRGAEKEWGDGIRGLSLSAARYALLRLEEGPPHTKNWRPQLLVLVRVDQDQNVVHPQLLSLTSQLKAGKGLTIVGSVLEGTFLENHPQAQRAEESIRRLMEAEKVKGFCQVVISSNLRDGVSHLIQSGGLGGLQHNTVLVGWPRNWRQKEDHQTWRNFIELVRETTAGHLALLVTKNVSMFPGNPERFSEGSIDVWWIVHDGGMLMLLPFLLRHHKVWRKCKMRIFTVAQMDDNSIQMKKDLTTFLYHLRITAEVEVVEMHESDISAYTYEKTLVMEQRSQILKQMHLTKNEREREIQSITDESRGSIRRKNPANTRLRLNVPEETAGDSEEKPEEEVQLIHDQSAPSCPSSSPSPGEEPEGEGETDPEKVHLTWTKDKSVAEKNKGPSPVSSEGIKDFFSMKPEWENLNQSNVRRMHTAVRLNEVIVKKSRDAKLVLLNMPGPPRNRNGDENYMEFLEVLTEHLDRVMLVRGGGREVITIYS
* hit, by the source's call; . = not tested or not shown; [ ] = another dose, or the depositor's remark.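 The calls were made as follows, unless noted: active = inhibition above about 30% (limit read from the data); inactive = the rest.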

SMILES | 14-3-3 Bad inh | p47phox inh | KLK5 inh | Furin inh | EBV gp42 block | eIF4E-4G inh | thrombin 1536 | Rad51 HR inh | Cl transport mod
O=C(O)C1CC(=O)N(c2ccc(OCc3ccc(Cl)cc3Cl)cc2)C1 (centres undefined) | 6 | 1 | -16 | -11[20 µM] | -22 | -5 | -5 | -11 | 1.3
COc1ccc(/C=C2\SC(=S)N(CC(=O)OCC(=O)Nc3cc(Cl)cc(Cl)c3)C2=O)cc1 | 0 | -38 | 2 | -10 | -21 | -2 | -5 | 0 | -0.038
CCCCNC(=O)c1onc(CSc2ccc(C(C)C)cc2)c1C(=O)O | 8[fluorescence artefact?] | -15 | 13 | -21[20 µM] | -12 | 3 | 4 | 3 | -1.6
CC(C)OC(=O)C(C)Nc1ccc(F)c(Cl)c1 (centres undefined) | 2 | -2 | 0 | -26 | -12 | 4 | -2 | . | -0.34
Cc1nc(SCc2nc3ccccc3[nH]2)c2oc3ccccc3c2n1 | 0[fluorescence artefact?] | -9 | 6 | 2 | 7 | 0[fluorescence artefact?] | -2 | 4 | -0.85
CC(C)n1cc([C@@H]2C[C@H]3CN(Cc4cccc(Cl)c4)C(=O)[C@]34CCCN24)cn1 | -6 | -11 | 7 | -18 | -17 | 3 | -1 | 8 | .
CCc1cc2c(C)ccc(C)c2nc1SCC(=O)Nc1c(C)[nH]c(=O)[nH]c1=O | 10 | -18 | -6 | -17 | -26 | 1 | -3 | -23 | 1.5
NS(=O)(=O)c1cc2c(cc1Cl)NC(C1C[C@H]3C=C[C@@H]1C3)NS2(=O)=O (some centres undefined) | -4 | -12 | -7 | -16 | -6 | 2 | . | 0 | 1.3
COc1nc(C)nc2c1ccc1ccccc12 | 0 | 11 | -2 | -16[20 µM] | -17 | -3 | -1 | 6 | 0.75
O=C(N/N=C/c1ccc(-c2cccc([N+](=O)[O-])c2)o1)c1ccccc1O | 19 | 19 | 21 | -3 | 5 | 16 | . | -6 | 3.4*
Cn1cnnc1SCc1ccc(C(=O)NN)cc1 | -1 | -10 | 30 | -15 | 6 | -1 | 11 | 1 | -0.032
O=C(COc1cccc(NC(=O)c2ccco2)c1)c1ccc(F)cc1 | -6 | -14 | 6 | -19[20 µM] | -6 | 2 | -2 | -16 | -1.5
COCCCNc1oc(-c2ccccc2OC)nc1C#N | -10[fluorescence artefact?] | -3 | -3 | -76 | -7 | 15 | -4 | -3 | .
COC(=O)c1cc(C(=O)OCC(=O)N2c3ccccc3NC(=O)C2(C)C)cc([N+](=O)[O-])c1 | 1[fluorescence artefact?] | -2 | 3 | -18 | -18 | 1 | -6 | 3 | -0.82
COc1ccc(CCN2C(=O)CC(C(N)=O)SC2=Nc2ccccc2)cc1 (centres undefined) | 3 | 1 | -12 | -31 | -5 | 2 | -13 | 13 | 0.23
COCCn1c(SCC(=O)NCc2ccco2)nnc1C(C)C | -6 | -4 | -8 | 11[20 µM] | -4 | 0 | -1 | 9 | 0.38
CN(C)c1ccc(/C=N/NC(=O)c2ccc(CN3C(=O)c4cccc5cccc3c45)cc2)cc1 | 2[fluorescence artefact?] | -31 | -6 | -17 | -27 | -9 | -6 | -8 | 0
COc1ccc(Cl)c(Cn2c(NCc3ccccn3)nc3c2c(=O)n(C)c(=O)n3C)c1 | -6 | -1 | -11 | -15[20 µM] | -3 | -2 | -5 | 0 | -1.3
C=CCn1c(SCC(=O)c2ccc(CNC(C)=O)o2)nc2ccccc2c1=O | -2 | -12 | -18 | -17[20 µM] | -21 | 1 | 3 | -1 | 1.6
Cc1onc(-c2ccc(Cl)cc2)c1-c1ccnc(SCC(=O)Nc2cc(Cl)cc(Cl)c2)n1 | 3 | -20 | 4 | -27 | -12 | 5 | -1 | -3 | 0.097
Cc1ccc(C(=O)COC(=O)CNC(=O)CN2C(=O)c3ccccc3C2=O)cc1 | -27 | -3 | -20 | -17 | -3 | 3 | -5 | 2 | 0.49
Nc1c(-c2n[nH]c(=S)n2-c2ccc(Cl)cc2Cl)cnn1-c1ccccc1 | -2 | -12 | 2 | -28 | -16 | 5 | 0 | -5 | -0.31
CC(=O)Nc1ccc(N=C(C2=C(O)c3ccccc3C2=O)c2ccccc2)cc1 | -6 | -4 | -1 | -7 | 0 | 1 | 2 | 16 | 0.64
CCN(CC)C(=O)COc1ccc(S(=O)(=O)N2CCOCC2)cc1 | 0 | -3 | 2 | -9[20 µM] | -18 | -1 | 0 | . | -0.44
Cc1cc(C(=O)N(C)Cc2ccc(Br)cc2)no1 | 5[fluorescence artefact?] | -23 | -5 | -10 | -14 | 0[fluorescence artefact?] | 1 | 1 | -0.89

Rewritten with two lines to a compound: 5 of the compounds above
Fields – 14-3-3 Bad inh, p47phox inh, KLK5 inh, Furin inh, EBV gp42 block, eIF4E-4G inh, thrombin 1536, Rad51 HR inh, Cl transport mod
O=C(O)C1CC(=O)N(c2ccc(OCc3ccc(Cl)cc3Cl)cc2)C1 (centres undefined)
→ 6, 1, -16, -11[20 µM], -22, -5, -5, -11, 1.3
COc1ccc(/C=C2\SC(=S)N(CC(=O)OCC(=O)Nc3cc(Cl)cc(Cl)c3)C2=O)cc1
→ 0, -38, 2, -10, -21, -2, -5, 0, -0.038
CCCCNC(=O)c1onc(CSc2ccc(C(C)C)cc2)c1C(=O)O
→ 8[fluorescence artefact?], -15, 13, -21[20 µM], -12, 3, 4, 3, -1.6
CC(C)OC(=O)C(C)Nc1ccc(F)c(Cl)c1 (centres undefined)
→ 2, -2, 0, -26, -12, 4, -2, ., -0.34
Cc1nc(SCc2nc3ccccc3[nH]2)c2oc3ccccc3c2n1
→ 0[fluorescence artefact?], -9, 6, 2, 7, 0[fluorescence artefact?], -2, 4, -0.85

(further entries)
SMILES | 14-3-3 Bad inh | p47phox inh | KLK5 inh | Furin inh | EBV gp42 block | eIF4E-4G inh | thrombin 1536 | Rad51 HR inh | Cl transport mod
Cc1ccc(NC(=O)CN2CCC(NC(=O)C3CCCCC3)CC2)c(Br)c1 | -15 | -11 | -28 | -6 | -14 | 0[fluorescence artefact?] | 1 | 0 | -0.21
NC(=O)CSc1ncc(-c2ccc([N+](=O)[O-])cc2)[nH]1 | -15 | -3 | -5 | -12 | 5 | -1 | -15 | 22 | -0.33
NNC(=O)c1cnn(-c2ccccc2)c1-n1cccc1 | -1 | -10 | 2 | -24 | 1 | 5 | -2 | 11 | -0.76
COc1ccc(CCNC(=O)C2CC(c3cccc(F)c3)=NO2)cc1 (centres undefined) | -9 | -15 | -3 | -32 | -15 | -3 | -6 | 8 | 0.046
COC(=O)c1sccc1NC(=O)CSc1ccccc1NS(=O)(=O)c1ccccc1Cl | 11 | -9 | -1 | -8[20 µM] | -11 | -13 | -1 | -2 | .
Cc1ccc(-c2csc(/C(C#N)=C(\O)CN3CCN(C(=O)c4ccco4)CC3)n2)cc1 | -7 | -21 | 3 | -3 | -10 | -9 | 5 | 0 | -0.25
CCC(C)Nc1nc(-c2cccc(OC)c2O)nc2ccccc12 (centres undefined) | 26 | -28 | 5 | -2 | -6 | 2[fluorescence artefact?] | -3 | 8 | -1.1
CCOC(=O)c1c(NC(=O)COc2cccc3c2CCN(CC)C3=O)sc2c1CCC2 | -10 | 8 | -19 | -15 | -17 | -5 | 1 | 5 | -1.8
O=C(CN1CCN(S(=O)(=O)c2ccc(Br)cc2)CC1)Nc1ccc2c(c1)OCO2 | -15 | -4 | -8 | -17 | -23 | 12 | -3 | 3 | -2.4
O=C(CSc1nnc(-c2ccncc2)o1)NC1CCCCC1 | 4 | -7 | 0 | -24 | -11 | -1 | -13 | 0 | 0.55
Cc1nc2sc3c(c2c(=O)n1NC(=O)CCBr)CCCC3 | -6 | 1 | 0 | -11 | 3 | -1 | -7 | -14 | -0.037
Cc1ccc(Cc2cnc(NC(=O)C3=NCCN3)s2)cc1 | -23 | -5 | -24 | -6 | -26 | 0 | -2 | 5 | 0.016
Cc1cccc(C(=O)N2CCC(=O)N(C(COCc3cccc(Cl)c3)Cc3ccccc3)CC2)c1 (centres undefined) | -4[fluorescence artefact?] | 2 | -8 | -12 | -17 | 4[fluorescence artefact?] | -1 | -2 | -2.2
CCC(Sc1nc2c(cnn2-c2ccccc2)c(=O)[nH]1)C(=O)OC (centres undefined) | 3 | 5 | -4 | -24 | 5 | 2 | -5 | 5 | -0.8
O=C(COC(=O)c1ccccc1Nc1ccccc1)NCc1ccco1 | -5 | -7 | -2 | -21 | -3 | 1 | -4 | 3 | -0.051
O=C(c1cccc(Cl)c1)N1CCN(c2ccccn2)CC1 | 2 | -3 | -14 | -16[20 µM] | -21 | 5[fluorescence artefact?] | 2 | -6 | .
O=C(CSc1n[nH]c(-c2cccs2)n1)N1CCN(S(=O)(=O)c2ccc3ccccc3c2)CC1 | -8 | -21 | 1 | 3[20 µM] | -19 | -10 | 1 | -4 | 0.11
CCc1ccccc1NS(=O)(=O)c1ccc2[nH]cc(C(=O)NCc3ccco3)c(=O)c2c1 | -2[fluorescence artefact?] | -23 | -65 | -24 | -10 | -67[fluorescence artefact?] | -13 | . | 0.5
O=C1N=C(N2CCCCC2)SC1=C1CCCCC1 | -6 | -4 | -2 | -9[20 µM] | -26 | 3 | 4 | 5 | 0.084
C=CCn1c(SCC(=O)NCCOC)nc2scc(-c3ccco3)c2c1=O | -11 | -16 | -20 | -29 | -7 | -4 | -14 | . | -1.4
Cc1nc(C)c(/C(O)=C/c2nc3ccccc3oc2=O)s1 | -15[fluorescence artefact?] | -12 | -12 | -4 | -3 | -9 | -6 | 4 | 1.9
COc1ccc(-c2nnc3ccc(SCC(=O)N4CCCCC4)nn23)cc1OC | 12 | -9 | -4 | -25 | -3 | 0 | 1 | 8 | -0.74
c1ccc(CCNc2nc(-c3ccccn3)nc3ccccc23)cc1 | -9 | -4 | -34 | 7 | -4 | -3 | 2 | 2 | -1.7
C=CCNC(=S)N1CCN(CCNC2=CC(=O)CC(C)(C)C2)CC1 | -13 | -3 | 3 | -20 | -11 | 1 | 1 | 1 | 0.99
CC(=O)c1ccc(C(=O)Nc2ccc(N3CCOCC3)cc2)cc1 | 3 | 4 | -4 | -15 | -25 | -1 | 0 | -1 | .
O=CNn1cnc2c(oc3nc(-c4ccccc4)cc(-c4ccco4)c32)c1=O | 0 | -15 | -7 | -43 | 9 | 6 | . | 4 | -0.92
CSc1ccccc1NC(=O)COc1ccc(Cl)cc1Cl | 12[fluorescence artefact?] | 2 | -2 | -3 | -16 | 0 | 5 | 2 | 1.4
O=C1/C(=C/c2cccnc2)SC(=S)N1Nc1ccccc1 | -3 | 1 | -3 | -3 | -15 | 1 | 4 | 3 | -1.5
CC(C)(C)SCCNC(=O)COc1ccc(Cl)cc1 | 7 | -6 | 18 | -18[20 µM] | 0 | -5 | 2 | 3 | -0.62
